DAX1 inh-1 – DAX1 (NR0B1) inhibitors, primary screen, cell-based, HEK293, Gal4-DAX1, luciferase luminescence | Nuclear receptor subfamily 0 group B member 1 (Homo sapiens), P51843 | HEK293 Gal4-DAX1 luciferase reporter | inhibition, % at 6.75 µM | 340,000 compounds, 0.99% hits | AID 504766, 2011;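 active = inhibition above the mean over all tested compounds plus 3 SD, cut at about 4.2% in these data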;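 note: 0% = DAX1-transfected cells with DMSO and 100% = empty-vector control cells with DMSO; inhibition shows as a rise in luminescence from relieved DAX1 repression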
Target sequence (P51843 207-470 limits assumed): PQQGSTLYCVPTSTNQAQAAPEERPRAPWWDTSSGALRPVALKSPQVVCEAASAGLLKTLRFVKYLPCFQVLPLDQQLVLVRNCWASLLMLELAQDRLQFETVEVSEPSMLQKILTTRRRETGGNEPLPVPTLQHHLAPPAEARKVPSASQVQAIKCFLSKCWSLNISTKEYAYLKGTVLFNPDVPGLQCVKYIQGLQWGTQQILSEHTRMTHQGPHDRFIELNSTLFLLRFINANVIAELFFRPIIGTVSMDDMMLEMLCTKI
hgDAF12 agonist – H. glycines DAF-12 receptor agonists, primary screen, cell-based, luminescence, HEK293, GAL4 fusion, UAS-luciferase. activation, % at 6.8 µM. AID 687014, 2013. Nuclear hormone receptor DAF-12 (Heterodera glycines), GAL4 fusion. HEK293 GAL4-hgDAF12 UAS-luciferase reporter, agonist luminescence; normalized to butyrate control. 370,000 compounds, 1.8% hits;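 active = activation above a cutoff set at the mean of all screened compounds plus 3 SD, cut at about 10% in these data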;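 note: 0% = DMSO wells and 100% = sodium butyrate wells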
NR1D1 modulator – modulators of Rev-erb alpha DNA binding, primary screen, biochemical, FITC-DNA, fluorescence polarization, uHTS; Rev-erbα–FITC-DNA binding, 90 min; 370,000 compounds, 0.79% hits; activity, % at 10 µM;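 active = activity above about 14%, limit read from the data; passing the limit was not always enough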;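 note: 0% = DMSO wells with 35 nM protein and 100% = DMSO wells with 750 nM protein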
PLC-beta3 inh – human PLC-beta3 inhibitors, primary screen, biochemical, fluorescence | inhibition, % at 12.2 µM | 370,000 compounds, 0.18% hits | Purified PLC-beta3, fluorogenic substrate; in the data active = inhibition above about 11%;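 note: 0% = median of compound wells on plate and 100% = full blocker control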
PLC-gamma1 inh – PLC-gamma1 enzyme inhibitors, primary screen, biochemical, fluorescence, purified enzyme. 1-phosphatidylinositol 4,5-bisphosphate phosphodiesterase gamma-1 (Homo sapiens), P19174. fluorogenic substrate. inhibition, % at 12.2 µM. 370,000 compounds, 0.84% hits; in the data active = inhibition above about 9.5%
DAX1 inh-2 – DAX1 (NR0B1) inhibitors on StAR promoter, primary screen, cell-based, luminescence, SF-1 (NR5A1), full-length DAX-1; HEK293T StAR-luciferase reporter, SF-1/DAX-1 repression relief; AID 652010, 2013; 370,000 compounds, 1.1% hits; inhibition, % at 6.8 µM;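 active = inhibition above the mean over all tested compounds plus 3 SD, cut at about 3.6% in these data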;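 note: 0% = DAX-1 cells with DMSO and 100% = cells lacking DAX-1 with DMSO; higher inhibition means more luminescence from relief of DAX-1 repression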
SMARCA2 activ – SMARCA2 (BRM) function activators, primary screen, cell-based, luminescence, high throughput; MG213 cells, MMTV-luciferase reporter, dexamethasone, overnight; activation, % at 9.1 µM; 370,000 compounds, 1% hits; AID 652017, 2013; in the data active = activation above about 7.8%;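 note: 0% = vehicle wells and 100% = reference activator wells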
ADAM17 inh – ADAM17 inhibitors, primary screen, biochemical, QFRET. Disintegrin and metalloproteinase domain-containing protein 17 (Homo sapiens), P78536. recombinant ADAM17, EDANS/DABCYL FRET peptide cleavage. inhibition, % at 6.95 µM. 370,000 compounds, 0.83% hits. AID 720648, 2013;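 active = inhibition above the mean of compounds lying between control limits plus 3 SD, set per campaign, cut at about 8.5% in these data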;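 note: 0% = DMSO-only wells as the low control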
Target sequence (P78536 215-824 limits assumed): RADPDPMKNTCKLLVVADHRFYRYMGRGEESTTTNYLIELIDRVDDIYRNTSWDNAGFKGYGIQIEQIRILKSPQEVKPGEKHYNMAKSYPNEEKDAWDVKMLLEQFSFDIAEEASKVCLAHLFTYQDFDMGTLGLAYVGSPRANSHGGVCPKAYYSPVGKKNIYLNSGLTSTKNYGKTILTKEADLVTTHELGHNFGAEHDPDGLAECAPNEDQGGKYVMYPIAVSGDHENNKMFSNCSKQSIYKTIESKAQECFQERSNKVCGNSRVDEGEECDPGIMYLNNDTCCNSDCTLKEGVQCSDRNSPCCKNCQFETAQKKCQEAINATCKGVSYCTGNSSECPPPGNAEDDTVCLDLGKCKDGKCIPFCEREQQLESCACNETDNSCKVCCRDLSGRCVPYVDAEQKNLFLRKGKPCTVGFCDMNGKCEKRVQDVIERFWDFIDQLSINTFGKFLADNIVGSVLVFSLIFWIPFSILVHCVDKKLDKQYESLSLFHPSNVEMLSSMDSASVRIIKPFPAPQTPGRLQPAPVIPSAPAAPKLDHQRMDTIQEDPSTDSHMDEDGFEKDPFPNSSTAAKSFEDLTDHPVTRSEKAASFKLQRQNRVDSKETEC
hcDAF-12 act – H. contortus DAF-12 nuclear receptor activators, primary screen, cell-based, luminescence, HEK293, lit1-tk-luc reporter. HEK293 hcDAF-12 lit1-tk-luc reporter; 0% DMSO, 100% Δ7-dafachronic acid. activation, % at 6.8 µM. 370,000 compounds, 1.4% hits. AID 652067, 2013;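 active = activation above the mean of all tested compounds plus 3 SD, cut at about 5.5% in these data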;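 note: 100% = response to 3 µM Δ7-dafachronic acid high control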
MBD2 DNA inh – inhibitors of MBD2 binding to methylated DNA, primary screen, biochemical, TR-FRET, DNA-binding domain, human. Methyl-CpG-binding domain protein 2 (Homo sapiens), Q9UBB5. MBD2 binding to methylated oligonucleotide. inhibition, % at 4.4 µM. 370,000 compounds, 0.31% hits; in the data active = inhibition above about 13%
ssDAF12 agonist – S. stercoralis DAF-12 nuclear receptor activators, primary screen, cell-based, luminescence, HEK293, GRIP1 co-expression, lit1-tk-luc | Nuclear hormone receptor DAF-12 (Strongyloides stercoralis) | HEK293 ssDAF-12/GRIP1 lit1-tk-luc reporter; % of 3 µM dafachronic acid response | activation, % at 6.8 µM | 370,000 compounds, 1% hits;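 active = activation above the mean over all tested compounds plus 3 SD, cut at about 0.9% in these data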;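 note: 0% = DMSO-only wells and 100% = 3 µM delta7-dafachronic acid wells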
* hit, by the source's call; i = inactive; nt = not tested or not shown.

SMILES	DAX1 inh-1	hgDAF12 agonist	NR1D1 modulator	PLC-beta3 inh	PLC-gamma1 inh	DAX1 inh-2	SMARCA2 activ	ADAM17 inh	hcDAF-12 act	MBD2 DNA inh	ssDAF12 agonist
C=CCn1c(SCC(N)=O)nnc1-c1cc2c(s1)CCC(CC)C2 (stereo unspecified)	0.1	3.9	-1.7	-4.3	-3.8	0.7	1.2	5.2	4.7	-1.8	-0.6
O=C(CCOc1ccc(F)cc1)Nc1nccs1	-0.6	-1.0	0.8	-8.7	2.1	0.3	-5.4	-18.0	-1.4	4.0	-0.7
COc1ccc(C(=O)CSc2ccc3nnc(-c4cccnc4)n3n2)cc1	0.4	-0.8	0.5	-3.4	-3.8	-0.6	0.2	-5.9	4.0	7.5	-1.1
CCCC(C(=O)NCc1ccccc1)N(C(=O)Cn1nnc(-c2cccs2)n1)c1ccc2c(c1)OCCO2 (stereo unspecified)	0.3	1.6	-0.9	1.8	-0.3	-0.9	-0.5	-1.1	-2.1	1.0	-1.4
C1CCN(Cc2nnnn2CC2CCCO2)CC1 (stereo unspecified)	0.8	3.0	-3.2	0.7	-0.2	-0.4	3.4	-0.3	1.4	1.7	-0.1
CCCCc1ccc(NC(=O)c2c(C)noc2C)cc1	-0.5	2.1	-3.4	-0.1	-0.2	-0.5	-3.1	-3.8	-1.2	-1.6	-1.3
O=C1CCCc2c1[nH]c1ccc(CN3CCCCC3)cc21	2.4	-1.1	-5.7	-80.0	-46.6	0.7	-1.2	-39.2	2.1	-9.4	-0.8
Cc1cc(C)n(-c2ccn(Cc3ccc(Cl)cc3Cl)c(=O)n2)n1	0.4	-0.9	6.5	0.8	-2.3	0.0	0.5	-3.1	-0.8	1.0	-2.0
O=c1oc2ccccc2nc1/C=C(\O)c1ccccc1	nt	2.7	3.0	-13.4	-6.7	-0.3	-1.7	-4.0	2.6	-16.3	0.7
COc1ccc(CCN(C)CCC(=O)Nc2cccc(C)c2)cc1OC	0.4	0.4	-5.0	-2.1	1.7	-0.4	-2.1	1.2	-1.1	0.5	-0.9
O=C(CC(Cc1ccccc1)C(=O)O)NCCc1ccc2c(c1)OCO2 (stereo unspecified)	0.5	1.9	0.9	-3.5	-4.0	0.3	-2.8	0.1	-1.3	1.4	-1.4
CCN(CC)C(=O)C1CCN(Cc2cn(C)nc2-c2ccc(Oc3ccccc3)cc2)CC1	0.1	0.6	0.4	-2.9	2.8	0.1	-2.7	-1.3	1.4	5.5	-1.0
O=C(Nc1ccc(Cl)cn1)c1ccc(-c2cc(Cl)ccc2Cl)o1	-1.4	-0.1	9.1	-1.4	7.4	0.0	-3.3	-2.1	-2.7	-3.2	-1.0
Cc1ccc(Nc2cc(C)nn2-c2nc(C)cc(C)n2)cc1	-2.9	-5.6	-4.5	3.4	4.8	-1.7	-5.1	3.1	-2.5	-0.2	-1.2
O=[N+]([O-])c1cn(Cc2ccccc2)cn1	2.2	-0.4	-1.4	5.5	1.8	0.1	-0.5	-0.9	-1.0	-3.3	-1.3
Cc1cc(C)cc(C(=O)NCC(=O)OCC(=O)NCC(F)(F)F)c1	-1.7	-0.9	-0.4	-2.9	-5.3	0.1	-4.5	-4.6	-1.4	1.4	-1.6
Cc1ccc(OCC(=O)OC(C)C(=O)NC2CCCCC2C)cc1C (stereo unspecified)	1.1	1.5	2.4	-7.3	-4.5	0.8	-2.5	-5.8	-1.3	2.5	-1.3
C/C=C/C1=CC(=O)C[C@H](c2ccc3c(c2)OCO3)C1	-0.8	0.9	3.5	-2.7	1.0	-0.9	-0.6	-3.7	4.2	8.6	-1.1
Cc1ccc(C(=O)OCC(=O)Nc2cc(C(C)(C)C)nn2-c2ccccc2)c(O)c1	-1.1	-0.6	3.2	-7.0	-2.4	-2.0	2.0	2.1	-1.6	1.2	-1.2
O=C(Nc1ccnn1C1CCN(Cc2ccc(CO)o2)CC1)c1cccc(F)c1	2.1	-0.9	-2.7	0.8	2.5	0.8	-2.4	3.3	-0.7	-2.2	-1.5
COc1ccc(N2CCN(Cc3nc4sc(C)c(C)c4c(=O)[nH]3)CC2)cc1	-0.1	0.0	-3.1	-13.1	-1.7	0.9	-0.9	-4.7	-0.6	3.3	-1.6
Cn1c(SCC(=O)N2CCCCC2)nc2cccnc21	-0.4	3.4	0.6	1.6	0.1	0.0	-6.3	-1.3	0.0	-4.6	-0.9
COCCNC(=O)C(c1ccc(C)o1)N(CCOC)C(=O)Cn1nnc2ccccc21 (stereo unspecified)	0.2	-1.7	-0.6	1.6	-1.6	0.3	0.5	-1.1	-1.6	4.3	-0.4
CCCS(=O)(=O)NC(=O)C1(C)CCN(C(=O)c2ccc(C#N)cc2)C1 (stereo unspecified)	nt	-0.5	-2.8	0.3	5.9	0.7	-5.8	-7.1	2.6	10.3	-0.7
O=C(Nc1cccc(Br)c1)c1cc(=O)c2ccccc2o1	-0.7	0.4	-9.6	-7.2	1.0	-0.1	3.0	1.2	2.9	5.4	-0.1
CCC1C(=O)n2nc(-c3ccccc3)cc2N=C1C (stereo unspecified)	0.9	6.1	-3.1	-17.8	-17.4	2.7	10.4*	-28.7	3.0	-1.8	-0.6
Cc1cccc(NC(=O)COC(=O)CCc2ccc(S(=O)(=O)N3CCOCC3)cc2)c1C	-0.5	5.0	-3.4	4.9	-1.6	0.3	4.0	4.5	3.1	-2.2	0.7
COc1ccc(-c2ccnc3ncnn23)cc1	0.2	-2.5	3.6	i	-392.6	0.2	-1.1	i	-0.8	6.1	-0.9
COC(=O)C(C)Sc1ccc2nnc(CCNS(=O)(=O)c3ccccc3)n2n1 (stereo unspecified)	1.1	2.2	-2.1	-4.9	-3.0	0.7	-0.2	-4.8	-1.2	3.2	-2.0
O=C1c2ccccc2NC(c2cc(Cl)cc(Cl)c2O)N1Cc1cccnc1 (stereo unspecified)	-1.0	1.3	2.0	-50.6	-36.2	-0.1	-1.1	-19.6	3.6	-2.8	-1.4
Cc1ccc(C(=O)Nc2ccc(C(=O)N3CCCCC3)cc2)cc1	-1.1	3.1	-2.7	1.7	-0.6	-0.3	0.7	-0.6	0.1	-0.1	-1.8
Cc1ccc(S(=O)(=O)NC(=O)C2(C)CCN2C(=O)C2(c3ccc(Cl)cc3)CC2)nc1 (stereo unspecified)	nt	-0.6	-4.2	-3.4	-4.5	-0.6	0.4	-1.4	-0.3	-4.4	-0.8
O=c1[nH]c(=S)[nH]cc1Oc1ccc(Cl)cc1Cl	0.4	1.2	3.2	-2.7	0.7	0.1	0.4	-0.2	-0.1	-5.5	-1.1
O=C(Nc1ccc([N+](=O)[O-])cc1)Nc1nc(-c2ccc(Cl)s2)cs1	0.8	-0.8	0.8	1.8	0.6	-0.1	-6.5	-0.9	-1.9	5.7	-1.7
COc1ccc(NC(=O)CSc2ccc3nnc(-c4cccnc4)n3n2)cc1	0.8	2.1	2.6	-4.6	1.5	-0.8	-2.0	-1.9	-1.0	3.7	-0.7
O=S1(=O)c2ccccc2-c2c(nnn2Cc2ccccc2)CN1C1CC1	nt	-1.6	1.3	1.1	1.4	-0.3	2.6	0.2	1.8	-0.7	-1.0
CCc1noc(C)c1C(=O)N1CC(C)SC1=Nc1ccc(Cl)cc1 (stereo unspecified)	-0.8	-2.8	4.9	-5.9	-1.2	-0.2	-2.1	2.0	0.8	1.2	-1.2
CCOc1cc(/C=N/NC(=O)c2c(-c3ccccc3)noc2C)ccc1O	0.3	0.2	-3.7	0.5	0.4	-1.4	-3.2	-1.4	0.4	-0.3	-1.6
Cc1cccc(OCCC(=O)NCC(=O)Nc2c(C)cccc2C)c1	0.0	-0.4	3.3	0.1	-2.2	-0.5	-1.8	0.5	0.4	8.0	-1.5
Cn1nc([N+](=O)[O-])nc1Oc1ccccc1	1.4	1.4	1.9	3.0	0.9	0.2	-0.6	-3.7	-1.0	2.7	-1.4
CC(C)c1nc(Cl)c(C#N)c2c1CCCC2	1.4	4.8	7.6	5.3	8.3	0.5	-2.5	1.8	0.5	-5.1	-1.3
COc1ccccc1NC(=O)Cc1ccsc1	1.3	-0.3	5.3	-11.1	-1.4	-0.4	-0.8	-4.8	-1.0	4.5	-1.1
COc1ccc2c(c1OC)C(=O)OC2Nc1nc(-c2cccc([N+](=O)[O-])c2)cs1 (stereo unspecified)	0.1	-0.4	4.3	-8.2	-2.4	0.1	1.9	-1.8	-0.4	1.9	-1.2
Cc1cccc(C(C)C)c1NC(=O)c1ccc(CN(c2ccccc2)S(=O)(=O)c2ccccc2)cc1	-1.0	-0.4	6.2	1.6	1.8	-0.5	2.2	0.2	-0.5	2.3	-1.7
CCN(C(=O)COc1ccccc1C(=O)NCc1ccccc1)C1CCS(=O)(=O)C1 (stereo unspecified)	-0.8	-0.3	-3.5	-4.4	-4.7	1.6	-1.6	-3.6	-1.4	4.7	-0.8

By substructure, the entries above with a cyano group
SMILES	DAX1 inh-1	hgDAF12 agonist	NR1D1 modulator	PLC-beta3 inh	PLC-gamma1 inh	DAX1 inh-2	SMARCA2 activ	ADAM17 inh	hcDAF-12 act	MBD2 DNA inh	ssDAF12 agonist
CCCS(=O)(=O)NC(=O)C1(C)CCN(C(=O)c2ccc(C#N)cc2)C1 (stereo unspecified)	nt	-0.5	-2.8	0.3	5.9	0.7	-5.8	-7.1	2.6	10.3	-0.7
CC(C)c1nc(Cl)c(C#N)c2c1CCCC2	1.4	4.8	7.6	5.3	8.3	0.5	-2.5	1.8	0.5	-5.1	-1.3

Next part:
SMILES	DAX1 inh-1	hgDAF12 agonist	NR1D1 modulator	PLC-beta3 inh	PLC-gamma1 inh	DAX1 inh-2	SMARCA2 activ	ADAM17 inh	hcDAF-12 act	MBD2 DNA inh	ssDAF12 agonist
O=C(Nc1ccc(F)cc1)N[C@H]1CC[C@H](CCNS(=O)(=O)c2cccc(Cl)c2)O[C@@H]1CO	nt	-0.7	-1.3	3.6	1.9	0.5	-3.4	-0.2	0.6	-0.2	-0.9
Cc1ccsc1/C=N/Nc1nc(Cl)c(Cl)cc1Cl	2.0	6.9	2.4	-12.0	-6.2	0.1	-0.7	-10.8	4.7	1.3	0.1
O=c1[nH]c2ccccc2nc1-c1cccs1	0.5	4.4	16.8	i	-431.1	1.2	8.2*	i	2.4	-6.9	-0.5
Cc1ccc(SCC(=O)Nc2nnc(C(C)(C)C)s2)cc1	0.3	-1.7	-2.3	-6.6	-1.1	-0.2	1.7	-0.3	-2.1	-3.1	-1.8
Cn1c(=O)c2cn(-c3cccc4ccccc34)cc2n(C)c1=O	-0.3	0.3	-1.4	-7.8	-6.7	0.9	-0.9	-2.8	2.6	-7.2	-0.5
